Assay outcomes deposited in PubChem by National Center for Advancing Translational Sciences (NCATS).
BAZ2B block: blocks human BAZ2B. AlphaScreen BAZ2B-H3K14Ac peptide displacement. Q9UIF8. AID 504333. Potency, µM (titrated, usually from 114 µM), for the others: top-dose activity change, negative = inhibition, usual class: inhibitors. 360,000 compounds, 4.4% hits; note: potency is the fitted concentration of half-maximal effect; % is set by controls: 0 for no effect and ±100 for the full control effect; nearly all actives have a fitted effect of over 60% in size
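AlphaScreen displacement: compounds (up to 110uM) incubated 30 min at room temperature with a preformed 50 nM BAZ2B/50 nM biotinylated H3K14Ac peptide complex in PBS pH 7.4 with Tween-20. Donor and acceptor beads at 10 ug/mL final added, 20 min light-protected before reading.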
12-LOX inh: inhibitors of human 12S-lipoxygenase ALOX12; Potency, µM (highest dose often 108 µM), for inactives: at the top dose activity change, negative = inhibition, usual class: inhibitors; P18054; AID 1671190; 580,000 compounds, 1.1% hits; purified 12hLO, xylenol orange hydroperoxide absorbance; note: potency is the fitted concentration of half-maximal effect; % is set by controls: 0 for no effect and ±100 for the full control effect
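Purified human 12hLO (150 nM final) in 25 mM Hepes, 0.01% Triton X-100, pH 7.0 was preincubated 15 min at room temperature with compound. Then 40 uM arachidonic acid was added, 30 min. Hydroperoxide was read by Fe-XO absorbance ratio 573/405 nm.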
GLS inhibitor: inhibitors of human glutaminase (GLS); O94925; GLS enzymatic activity, qHTS titration; Potency, µM (titrated, usually from 45.5 µM), without a hit: at the highest dose activity change, negative = inhibition, most hits filed as inhibitors; 410,000 compounds, 0.21% hits; AID 624170; note: potency is the fitted concentration of half-maximal effect; % is set by controls: 0 for no effect and ±100 for the full control effect
Target sequence (O94925 whole entry, looked up): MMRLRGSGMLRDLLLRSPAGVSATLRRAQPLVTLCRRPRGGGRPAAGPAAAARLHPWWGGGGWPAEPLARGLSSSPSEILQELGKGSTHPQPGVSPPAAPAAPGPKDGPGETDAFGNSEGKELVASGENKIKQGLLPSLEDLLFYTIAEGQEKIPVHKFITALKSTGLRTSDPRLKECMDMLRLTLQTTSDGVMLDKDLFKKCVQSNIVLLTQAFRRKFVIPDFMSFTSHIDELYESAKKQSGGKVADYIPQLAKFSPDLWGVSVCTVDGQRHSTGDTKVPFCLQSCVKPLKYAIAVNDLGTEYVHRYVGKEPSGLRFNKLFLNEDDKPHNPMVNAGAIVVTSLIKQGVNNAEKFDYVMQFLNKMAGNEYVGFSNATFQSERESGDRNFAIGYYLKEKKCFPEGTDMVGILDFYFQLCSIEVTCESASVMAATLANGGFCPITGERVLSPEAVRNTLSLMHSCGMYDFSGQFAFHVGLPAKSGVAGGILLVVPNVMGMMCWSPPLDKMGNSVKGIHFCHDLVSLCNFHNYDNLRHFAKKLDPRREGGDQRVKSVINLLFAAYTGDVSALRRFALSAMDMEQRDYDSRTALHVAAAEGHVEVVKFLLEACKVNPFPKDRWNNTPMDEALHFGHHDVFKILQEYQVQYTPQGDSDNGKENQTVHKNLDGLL
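Glutamate formation by hKGA was monitored fluorometrically using coupled glutamate oxidase, HRP and Amplex Red. Substrate was added as 1 mM L-glutamine solution; incubation was 30 min at RT after an initial read.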
HP1b chromo inh: blocks HP1-beta chromodomain binding to methylated histone tails | Potency, µM (titrated, usually from 114 µM), without a hit: at the highest dose activity change, negative = inhibition, most hits filed as inhibitors | 390,000 compounds, 0.56% hits | P83916 | AlphaScreen HP1-beta / biotin-H3K9me3 peptide binding; note: potency is the fitted concentration of half-maximal effect; nearly all actives have a fitted effect of over 70% in size; inactives centre near 23
Target sequence (P83916 whole entry, looked up): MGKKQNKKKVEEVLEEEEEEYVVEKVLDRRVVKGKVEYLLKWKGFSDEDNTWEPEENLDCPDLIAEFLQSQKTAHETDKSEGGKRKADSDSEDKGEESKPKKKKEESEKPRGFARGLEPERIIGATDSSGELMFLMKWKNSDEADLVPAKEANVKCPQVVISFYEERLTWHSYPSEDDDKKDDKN
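HP1-beta protein (50 nM final) preincubated 30 min at room temperature with biotinylated H3(1-18)K9me3 peptide (50 nM) in PBS pH 7.4, 0.01% Tween-20, then compound added for 30 min. AlphaScreen streptavidin donor/nickel chelate acceptor beads (10 ug/mL final), 30 min dark, luminescence read.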
G9a inh: blocks human histone lysine methyltransferase G9a; Q96KQ7; G9a H3K9 monomethylation, AlphaScreen, 2 h; Potency, µM (doses to about 102 µM), for inactives: top-dose activity, negative = inhibition, hits mostly inhibitors; 350,000 compounds, 8.8% hits; note: potency is the fitted concentration of half-maximal effect; % is set by controls: 0 for no effect and ±100 for the full control effect; nearly all actives have a fitted effect of over 75% in size
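G9a (20 nM) was preincubated 15 min with compound, then reacted 2 h at room temperature with 500 nM biotin-H3K9 peptide and 20 µM SAM. Monomethyl-H3K9 detected by AlphaScreen using anti-H3K9me1 antibody.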
RGS4 inhibitor: blocks human RGS4-accelerated GTP hydrolysis; P49798; Transcreener GDP fluorescence polarization, RGS4-accelerated GTP hydrolysis; Potency, µM (top dose mostly 114 µM), without a hit: top-dose activity change, negative = inhibition, most hits filed as inhibitors; 390,000 compounds, 0.039% hits; note: potency is the fitted concentration of half-maximal effect; % is set by controls: 0 for no effect and ±100 for the full control effect; nearly all actives have a fitted effect of over 75% in size; some results filed as inactive show a strong effect at the top dose
Target sequence (P49798 whole entry, looked up): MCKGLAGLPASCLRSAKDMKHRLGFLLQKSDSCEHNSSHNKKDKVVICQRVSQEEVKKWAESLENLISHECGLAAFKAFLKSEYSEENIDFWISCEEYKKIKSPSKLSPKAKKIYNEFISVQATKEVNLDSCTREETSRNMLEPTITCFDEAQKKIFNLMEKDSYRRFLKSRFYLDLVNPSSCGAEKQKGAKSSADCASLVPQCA
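MLSMR compounds (23 nl, pin-transferred) preincubated 10 min at room temperature with a 500nM (2x) first reagent, then RGS4 at 900nM (2x) plus Transcreener GDP mix added; fluorescence polarization (620/688 nm) read before and after 90 min at 30 °C.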
JMJD2A Tudor: inhibitors of human JMJD2A Tudor domain; AID 504339; Potency, µM (series often up to 114 µM), without a hit: at the highest dose activity change, negative = inhibition, most hits filed as inhibitors; AlphaScreen JMJD2A-Tudor / H3K4me3 peptide binding; 390,000 compounds, 4.4% hits; O75164; note: potency is the fitted concentration of half-maximal effect; % is set by controls: 0 for no effect and ±100 for the full control effect; nearly all actives have a fitted effect of over 50% in size
ERG-DNA inh: ERG Ets/DNA interaction inhibition; fluorescence polarization, His-ERG Ets domain / labelled DNA; 370,000 compounds, 0.028% hits; Potency, µM (series often up to 76.9 µM), for the others: at the top dose FP activity, negative = inhibition, most hits filed as inhibitors; P11308; active = well fitted inhibition curve with a large enough effect in the polarisation, with a control signal flat; inconclusive = small, poorly fitted or top-dose-only effect, or effect the other way, or a change in a side signal; inactive = no such curve, though single readings can be large or run the other way; the % refers to the polarisation;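 note: polarization taken with two DNA probes labelled with fluorescein and Texas red; potency is the fitted concentration of half-maximal effect; % of control where 0% means no effect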
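His-tagged ERG Ets domain (1 uM in the protein solution; 300mM KCl, 50mM Tris-HCl, 1mM EDTA, 1mM DTT, pH 7.5) received compound, then a probe mix of 5 nM fluorescein-DNA and 100nM Texas-615-DNA. Fluorescence polarization was read for both dyes.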
PI4K2A inh: blocks human PI4K2A kinase activity; AID 1346378; activity change, negative = inhibition, % at 76.9 µM; Q9BTU6; 420,000 compounds, 0.13% hits; purified PI4K2A, ADP-Glo luminescence, 1 h; stronger effect = lower value; in the data active = activity change below about -50%; inconclusive = mostly about -30% to -49%;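 note: -100% = wells without enzyme as full effect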
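Compounds are screened against recombinant PI4K2A using PI as substrate and ATP, the latter dispensed at 300 microM. Reactions run one hour at ambient temperature before ADP-Glo detection; full inhibition defined by wells lacking enzyme.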
* = called active by the depositor; & = joins results of further samples; [ ] = dose if it differs, or a comment. Unless noted, calls come from the whole dose curve; as a rule, active = well fitted curve in the direction sought with a large enough effect; inconclusive = small, poorly fitted or top-dose-only effect, or another doubt; inactive = no such curve, though single readings can be large; an effect the other way counts as inactive or inconclusive. Only part of the results is shown, so the mix of outcomes need not match the whole.

Results for COc1cccc(-c2ccc(SCC(=O)N3CCOCC3)nn2)c1 ?
BAZ2B block: -5%; 12-LOX inh: 9%; GLS inhibitor: -6%; HP1b chromo inh: 12%; G9a inh: -6%; RGS4 inhibitor: 23%; JMJD2A Tudor: -14%; ERG-DNA inh: 3%; PI4K2A inh: -28

Results for CC(NC(=O)CSc1n[nH]c(-c2ccccc2)n1)c1nc2ccccc2n1C (configuration not stated) ?
BAZ2B block: 4%; 12-LOX inh: -24%; GLS inhibitor: -3%; HP1b chromo inh: 18%[57 µM]; G9a inh: 2%[59 µM]; RGS4 inhibitor: -5%; JMJD2A Tudor: -14%; ERG-DNA inh: 0%; PI4K2A inh: -2

What do the screens show for `O=C(CSc1ncc(C(F)(F)F)cc1Cl)NCC1CCCO1` (configuration not stated)?
BAZ2B block: -18%; 12-LOX inh: 12%; GLS inhibitor: -1%; HP1b chromo inh: 21%; G9a inh: 14%; RGS4 inhibitor: -12%; JMJD2A Tudor: -16%; ERG-DNA inh: 2%; PI4K2A inh: -4

What do the screens show for `CC(=O)Nc1ccc(S(=O)(=O)Oc2cccc(N3C(=O)C4CCCCC4C3=O)c2)cc1` (configuration not stated)?
BAZ2B block: 4%; 12-LOX inh: -15%; GLS inhibitor: 2%; HP1b chromo inh: 24%; G9a inh: -5%[59 µM]; RGS4 inhibitor: -14%; JMJD2A Tudor: -16%; ERG-DNA inh: -8%; PI4K2A inh: 0

How did COC(=O)/C(C#N)=C/c1ccc(-c2ccc(S(N)(=O)=O)cc2)o1 do in these assays?
BAZ2B block: inconclusive; 12-LOX inh: -11%; GLS inhibitor: -1%; HP1b chromo inh: -1%; G9a inh: 8%[12.7 µM]; RGS4 inhibitor: 3%; JMJD2A Tudor: -10%; ERG-DNA inh: 9%; PI4K2A inh: 2

What do the screens show for `CC(C)n1c(O)c(N=NC(=O)Cn2ccc(C(F)(F)F)n2)c2ccccc21`?
BAZ2B block: -34%; 12-LOX inh: 11%; GLS inhibitor: 2%; HP1b chromo inh: -17%; G9a inh: 5%; RGS4 inhibitor: 8%; JMJD2A Tudor: -25%; ERG-DNA inh: -2%; PI4K2A inh: 3

How did Cc1ccc(C(=O)NCCNC(=O)c2cnccn2)cc1 do in these assays?
BAZ2B block: 1%; 12-LOX inh: -5%; GLS inhibitor: 4%; HP1b chromo inh: 16%; G9a inh: 1%; RGS4 inhibitor: -8%; JMJD2A Tudor: -11%; ERG-DNA inh: -18%; PI4K2A inh: 3

What do the screens show for `O=C(c1cccc(Oc2ccc([N+](=O)[O-])cc2)c1)N1CCOCC1`?
BAZ2B block: 0%; 12-LOX inh: -29%; GLS inhibitor: 5%; HP1b chromo inh: 24%; G9a inh: 59%[activator]; RGS4 inhibitor: -8%; JMJD2A Tudor: -20%; ERG-DNA inh: -7%; PI4K2A inh: 2

What do the screens show for `CC1(C)N=C(N)NC(Nc2ccccc2)=N1`?
BAZ2B block: 8%; 12-LOX inh: -19%; GLS inhibitor: -16%; HP1b chromo inh: 6%; G9a inh: 16%; RGS4 inhibitor: -12%; JMJD2A Tudor: -11%; ERG-DNA inh: -3%; PI4K2A inh: 1

Results for O=C(OCn1nnc2ccccc2c1=O)C12CC3CC(CC(O)(C3)C1)C2 ?
BAZ2B block: -10%; 12-LOX inh: 2%; GLS inhibitor: 1%; HP1b chromo inh: 10%; G9a inh: -13%; RGS4 inhibitor: 41%; JMJD2A Tudor: -7%; ERG-DNA inh: -3%; PI4K2A inh: -4

Results for O=C(O)[C@H]1CCCC[C@H]1C(=O)Nc1ccc(Nc2ccccc2)cc1 ?
BAZ2B block: -35%; 12-LOX inh: 0%; GLS inhibitor: 39%[activator]; HP1b chromo inh: 13%; G9a inh: 8.9µM*; RGS4 inhibitor: inconclusive; JMJD2A Tudor: -11%; ERG-DNA inh: 0%; PI4K2A inh: -6

What do the screens show for `COc1ccc(-c2nsc(NC(=O)c3oc4ccccc4c3C)n2)cc1`?
BAZ2B block: 25%; 12-LOX inh: -19%; GLS inhibitor: 4%; HP1b chromo inh: 68%[activator]; G9a inh: 24%[59 µM]; RGS4 inhibitor: -22%; JMJD2A Tudor: -20%; ERG-DNA inh: 5%; PI4K2A inh: -3

What do the screens show for `COc1ccc(C(=O)Nc2ccc(-c3cc4ccccc4oc3=O)c(C)c2)cc1Br`?
BAZ2B block: 0%; 12-LOX inh: -13%; GLS inhibitor: 0%; HP1b chromo inh: 35%; G9a inh: inconclusive; RGS4 inhibitor: -11%; JMJD2A Tudor: -14%; ERG-DNA inh: inconclusive; PI4K2A inh: 3

How did CCC(=O)Nc1cccc(C2=NOC3(C2)C[C@H](C(N)=O)N(C(=O)c2ccc(Cl)cc2)C3)c1 (some centres not stated) do in these assays?
BAZ2B block: 3%; 12-LOX inh: -6%; GLS inhibitor: 10%; HP1b chromo inh: 31%; G9a inh: -4%[12.7 µM]; RGS4 inhibitor: 13%; JMJD2A Tudor: -25%; ERG-DNA inh: 0%; PI4K2A inh: -3

How did O=S(=O)(NN=C1CCCCCC1)c1ccc(Cl)cc1 do in these assays?
BAZ2B block: 1%; 12-LOX inh: inconclusive; GLS inhibitor: -20%; HP1b chromo inh: 27%; G9a inh: 42%; RGS4 inhibitor: 1%; JMJD2A Tudor: -11%; ERG-DNA inh: 8%; PI4K2A inh: 2

What do the screens show for `COCOc1ccc(-c2oc3c(C/C=C(\C)CCC=C(C)C)ccc(O)c3c(=O)c2OCOC)c(OCOC)c1`?
GLS inhibitor: 2%; HP1b chromo inh: 11%; RGS4 inhibitor: 1%; JMJD2A Tudor: -26%; ERG-DNA inh: -3%; PI4K2A inh: -2

What do the screens show for `CCN(CC)CC(=O)c1c[nH]c2ccccc12`?
BAZ2B block: -5%; 12-LOX inh: -2%; GLS inhibitor: -12%; HP1b chromo inh: 13%; G9a inh: inconclusive; RGS4 inhibitor: -7%; JMJD2A Tudor: -3%; ERG-DNA inh: 0%; PI4K2A inh: 16

Results for CN(C[C@H](Cc1ccccc1)N(C[C@H](Cc1cccc2ccccc12)N(CCc1ccccc1)N=O)N=O)N=O ?
BAZ2B block: 71µM*; 12-LOX inh: 16%&13%; GLS inhibitor: 5%&6%; HP1b chromo inh: 7%; G9a inh: inconclusive; RGS4 inhibitor: 9%; JMJD2A Tudor: inconclusive; ERG-DNA inh: -4%; PI4K2A inh: -9&-3

Results for CCOC(=O)N1CCC(N(CCN(C)C)C(=S)Nc2cc(C)cc(C)c2)CC1 ?
BAZ2B block: 10%; 12-LOX inh: 14%; GLS inhibitor: 23%; HP1b chromo inh: 17%; G9a inh: 3%[59 µM]; RGS4 inhibitor: 13%; JMJD2A Tudor: -13%; ERG-DNA inh: 5%; PI4K2A inh: -4

What do the screens show for `O=CNc1c(Cl)cc2c(c1Cl)Cc1cc([N+](=O)[O-])ccc1-2`?
12-LOX inh: -6%; GLS inhibitor: -2%; HP1b chromo inh: 37%; RGS4 inhibitor: -21%; JMJD2A Tudor: -5%; ERG-DNA inh: 1%; PI4K2A inh: -1

Results for Cc1cccc(-n2nnc3cnn(C)c3c2=O)c1 ?
BAZ2B block: -5%; 12-LOX inh: -9%; GLS inhibitor: 3%; HP1b chromo inh: 33%; G9a inh: 41%[12.7 µM]; RGS4 inhibitor: -5%; JMJD2A Tudor: 13%; ERG-DNA inh: -8%; PI4K2A inh: 1

What do the screens show for `O=C(CN1CCOCC1)Nc1nc2ccc(Cl)cc2s1`?
BAZ2B block: -37%; 12-LOX inh: inconclusive; GLS inhibitor: -4%; HP1b chromo inh: 35%[activator]; G9a inh: -21%; RGS4 inhibitor: 10%; JMJD2A Tudor: -12%; ERG-DNA inh: 12%; PI4K2A inh: 0

Results for O=C(COC(=O)c1cccc(NC(=O)c2ccco2)c1)c1ccc(Br)cc1 ?
BAZ2B block: 1%; 12-LOX inh: 5%; HP1b chromo inh: 35%; G9a inh: 2%; RGS4 inhibitor: -32%; JMJD2A Tudor: 0%; ERG-DNA inh: 12%; PI4K2A inh: 1

How did O=C(NNC(=O)c1cc(OCC(F)(F)F)ccc1OCC(F)(F)F)c1ccc(Cl)c(Cl)c1 do in these assays?
BAZ2B block: 2%; 12-LOX inh: 160%[activator]; GLS inhibitor: -5%; HP1b chromo inh: 58%[activator]; G9a inh: 8%; RGS4 inhibitor: -1%; JMJD2A Tudor: 13%; ERG-DNA inh: -5%; PI4K2A inh: 7

How did Cc1ccc(C(C(=O)NC2CCCC2)N(C(=O)c2csnn2)c2cccc(F)c2)o1 (configuration not stated) do in these assays?
BAZ2B block: -1%; 12-LOX inh: -7%; GLS inhibitor: 11%; HP1b chromo inh: -11%; G9a inh: 15%; RGS4 inhibitor: 2%; JMJD2A Tudor: 1%; ERG-DNA inh: 7%; PI4K2A inh: 0

Results for O=C(CCSc1nnc(-c2ccco2)o1)Nc1ccccc1 ?
BAZ2B block: 8%; 12-LOX inh: 0%; GLS inhibitor: -11%; HP1b chromo inh: 48%[activator]; G9a inh: -33%; RGS4 inhibitor: -21%; JMJD2A Tudor: 1%; ERG-DNA inh: -5%; PI4K2A inh: -5
